# HEK293 tox: cytotoxicity in counter-screen for GLP-1R inverse agonists; HEK293 cAMP-luciferase reporter cells, luminescence, 24 h; Potency, µM (titrated, usually from 38.3 µM), without a hit: at the highest dose activity change, negative = inhibition, usual class: inhibitors; hit rate 0.13% among 410,000;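 also: loss of luciferase light is scored as toxicity; % is scaled to controls: 0 for no effect and ±100 for the full control effect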
#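 A 23 nL compound transfer followed 12 hours of cell culture at 37 deg C; exposure then lasted 24 hr. Luciferase assay detection reagent was dispensed and plates read for luminescence after a 12 min room-temperature wait.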
# HT1080 IDH1KD tx: HT-1080 IDH1 knockdown cell toxicity (counter line). hit rate 2% among 360,000. AID 686971. HT-1080 IDH1 knockdown viability, ATP luminescence, 48 h. Potency, µM (highest dose often 46.1 µM), for the others: top-dose activity, negative = toxicity, usual class: cytotoxic;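 also: 0% = DMSO wells and -100% = cell-free medium wells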
#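 Cytotoxicity counter-line: IDH1KD HT-1080, 48 h, CellTiter-Glo. Curves classed by r2, magnitude and activity.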
# KB-V1 MDR tox: KB-V1 MDR subline cytotoxicity. AID 1347076. KB-V1 MDR cells viability, CellTiter-Glo, 72 h. Potency, µM (titrated, usually from 46.1 µM), without a hit: top-dose activity change, negative = cytotoxicity, most hits filed as cytotoxic. hit rate 3.4% among 400,000; also: % is scaled to controls: 0 for no effect and ±100 for the full control effect; nearly all actives have a fitted effect of over 60% in size
#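 Cytotoxicity toward P-gp-expressing KB-V1 cells was determined as loss of CellTiter-Glo luminescence after 72 h at 37 degrees C. Compounds were tested in quantitative HTS format across a concentration range, with curves fitted to normalized data.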
# TDP43 rescue: inhibitors of TDP-43 toxicity in yeast; Potency, µM (titrated, usually from 46.1 µM), inactives show top-dose growth rescue (activation), hits mostly activators; TDP-43 expressing yeast growth rescue, BacTiter-Glo, 24 h; hit rate 1.8% among 410,000; AID 652104; also: % of control where 0% means no effect; nearly all actives have a fitted effect of over 50% in size
#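 Galactose-induced TDP-43 yeast, OD600=0.02, compound pinned; 24 hr, 30 deg C; BacTiter-Glo luminescence for growth. Inhibitors of TDP-43 toxicity read as activators.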
# GLP-1R inv ag: inverse agonists of human GLP-1 receptor; P43220; HEK293 GLP-1R CRE-luciferase, luminescence, 24 h; GLP-1R form is constitutively active; Potency, µM (highest dose often 38.3 µM), for inactives: at the highest dose activity change, negative = inhibition, actives largely listed as inhibitors; hit rate 1.6% among 410,000; also: % is scaled to controls: 0 for no effect and ±100 for the full control effect; nearly all actives have a fitted effect of over 55% in size
# Target sequence (P43220 whole entry, looked up): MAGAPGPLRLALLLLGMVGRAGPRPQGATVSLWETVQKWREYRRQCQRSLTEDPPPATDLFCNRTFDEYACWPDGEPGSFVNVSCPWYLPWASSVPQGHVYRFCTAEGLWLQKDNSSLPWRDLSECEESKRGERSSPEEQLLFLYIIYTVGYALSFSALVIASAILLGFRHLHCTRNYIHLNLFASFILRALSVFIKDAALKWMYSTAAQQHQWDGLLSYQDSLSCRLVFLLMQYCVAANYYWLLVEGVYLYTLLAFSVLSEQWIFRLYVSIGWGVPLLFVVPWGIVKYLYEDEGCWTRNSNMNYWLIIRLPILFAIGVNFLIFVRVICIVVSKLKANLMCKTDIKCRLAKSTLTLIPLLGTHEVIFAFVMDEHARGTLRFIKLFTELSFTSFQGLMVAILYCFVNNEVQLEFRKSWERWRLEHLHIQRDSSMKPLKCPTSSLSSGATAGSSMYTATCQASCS
#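 Using stably transfected HEK293 (constitutively active GLP-1R, cAMP-luciferase reporter), compounds were incubated 24 hr and luciferase measured by luminescence.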
# SW480 rerep: induces DNA re-replication in SW480 colon adenocarcinoma cells; SW480 DNA re-replication, Hoechst DNA content imaging, 48 h; Potency, µM (titrated, usually from 46.1 µM), for inactives: top-dose re-replication activation, most hits filed as activators; hit rate 1.8% among 340,000; AID 624297; also: % of control where 0% means no effect; nearly all actives have a fitted effect of over 55% in size
#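 Hoechst fluorescence of nuclei (405 nm excitation, 500-530 nm emission) measured by plate-scanning imager after 48 hr compound exposure at 37 C; re-replication scored as increased number of nuclei with elevated intensity.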
# KB-3-1 tox: kills parental KB-3-1 adenocarcinoma cells; KB-3-1 viability, CellTiter-Glo ATP luminescence, 72 h; Potency, µM (doses to about 46.1 µM), inactives show top-dose activity change, negative = cytotoxic, most hits filed as cytotoxic; hit rate 1.4% among 400,000; also: % is scaled to controls: 0 for no effect and ±100 for the full control effect; nearly all actives have a fitted effect of over 60% in size
#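 72 h, 37 °C compound treatment of KB-3-1 parental cells; CellTiter-Glo added, 10 min, luminescence read. Data corrected against DMSO-only plates and normalized before curve fitting.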
# HT1080-NT tox: kills 2HG-producing HT-1080-NT fibrosarcoma cells; HT-1080-NT fibrosarcoma viability, CellTiter-Glo ATP luminescence, 48 h; Potency, µM (top dose mostly 46.1 µM), inactives show at the top dose activity, negative = less viability, usual class: cytotoxic; hit rate 1.6% among 360,000;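 also: NT is the 2HG producing partner of a matched IDH1 knockdown line; 0% = DMSO-treated cells and -100% = media-only wells without cells; nearly all actives have a fitted effect of over 55% in size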
#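 HT-1080-NT; 750 cells/well; 5% FBS RPMI; 48 h compound, 37 degrees C; CellTiter-Glo luminescence; curve fitting and curve-class assignment.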
# GLP1R ag: agonists of human GLP-1 receptor | P43220 | HEK293 GLP-1R CRE-luciferase, luminescence, 4-6 h; cells express a hypersensitive GLP-1R form | Potency, µM (titrated, usually from 45.6 µM), for inactives: top-dose activation, hits mostly activators | hit rate 0.007% among 380,000 | AID 624172; also: % of control where 0% means no effect
# Numbers without * were called inactive; ? = inconclusive; . = no result given; & = joins results of further samples; [ ] = another dose, or the depositor's remark. Calls follow the shape of the dose curve; as a rule, active = well fitted curve in the direction sought with a large enough effect; inconclusive = small, poorly fitted or top-dose-only effect, or another doubt; inactive = no such curve, though single readings can be large; an effect the other way counts as inactive or inconclusive. Potency is read from the fitted curve at half-maximal effect.
# Second line of a record – HEK293 tox | HT1080 IDH1KD tx | KB-V1 MDR tox | TDP43 rescue | GLP-1R inv ag | SW480 rerep | KB-3-1 tox | HT1080-NT tox | GLP1R ag
- O=C(COC(=O)CCCN=C1NS(=O)(=O)c2ccccc21)NNC(=O)c1ccccc1
    10.1% | -2.1% | 3.4% | 23.6% | 24.8% | -4.6% | 2.6% | -4.5% | 7.9%
- C=CCN(CC(=O)O)S(=O)(=O)c1ccccc1C(F)(F)F
    -5.7% | 14.8% | 3.3% | 14.8% | 4.0% | 2.2% | 3.3% | 2.6% | -0.6%
- N#C/C(=N\Nc1ccccc1F)C(=N)N1CCCCC1
    ? | 5.1% | ? | -4.7% | 0.0% | 1.8% | 15.1% | 12.3% | 0.9%
- O=C(COC(=O)Cn1cnc2ccccc21)Nc1ccc2c(c1)OCCO2
    -6.1% | 6.5% | 1.0% | 5.5% | 0.1% | -0.2% | 0.5% | 9.5% | -22.4%
- COc1cccc(NC(=O)CN(C)C(=O)C2CCN(C(=O)c3ccccc3C)CC2)c1
    9.0% | -10.5% | 6.8% | -9.1% | -6.9% | 1.5% | 12.4% | 1.9% | -11.6%
- O=C(COC(=O)c1ccc([N+](=O)[O-])cc1Cl)NCc1ccco1
    -1.9% | -1.7% | -1.1% | 0.0% | 4.4% | 4.1% | -14.6% | -1.8%[9.24 µM] | 0.7%
- CCOC(=O)N1CCN(C(=O)CN(c2ccc(OC)c(OC)c2)S(C)(=O)=O)CC1
    4.6% | 3.9% | -26.5% | -5.2% | 0.0% | -2.8% | -8.9% | -1.1% | 20.7%
- CN(Cc1ccccc1)S(=O)(=O)c1ccc(Cl)c(C(=O)O)c1
    -1.8% | 12.6% | -2.3% | -19.2% | -1.5% | -19.6% | 19.2% | 0.0% | 0.2%
- O=C(CCCSc1nc2ccccc2[nH]1)NCc1ccco1
    12.9% | -0.2% | -21.8% | 7.3% | 14.0% | -3.9% | 2.0% | 0.9% | -2.0%
- CN(C)c1ccc(CNC(=O)Cc2ccc(NC(=O)N3CCCCc4ccccc43)cc2)cc1
    6.4% | . | -8.8% | 10.7% | ? | . | -5.3% | . | .
- O=C(O)c1ccc2c(c1)CCC2
    -4.5% | 4.4% | 0.0% | -12.5% | 17.3% | -133.7%[inhibitor] | -4.0% | 4.7% | 0.1%
- COC(=O)c1cccc(NC(=O)CCCOc2cccc(C)c2)c1
    -1.5% | -3.4% | -32.6% | 12.5% | -13.9% | -7.8% | -6.9% | -5.8% | -4.3%
- O=C(NCc1cccs1)C1CC1
    -7.9% | 16.6% | 0.5% | -16.5% | 20.9% | -3.2% | -4.0% | 10.9% | 0.1%
- COc1ccc(NC(=O)CSc2ccc3ccccc3c2)cc1S(=O)(=O)N1CCCCC1
    -18.9% | -3.2% | ? | 22.9% | ? | 4.3% | ? | -0.5% | -10.5%
- Cc1ccc(CNC(=O)CSc2nccn(-c3ccc(C)c(F)c3)c2=O)cc1
    7.7% | 2.3% | -8.4% | 0.0% | ? | -1.4% | -1.4% | 0.3% | 0.5%
- CCCc1c(C)c(C#N)c2nc3ccccc3n2c1NCCCN1CCOCC1
    -2.0% | -9.0% | -16.1% | 17.5% | 0.0% | 0.6% | 19.8% | 2.0% | 12.3%
- CCOC(=O)C1CCCN(CC(=O)Nc2c(C(=O)OC)[nH]c3ccc(C)cc23)C1 (centres undefined)
    ? | -7.3% | 0.0% | 2.4% | -9.9% | 12.7% | -0.7% | -4.9% | 4.3%
- COc1ccc(CCC(=O)OCC(=O)NCc2ccc(OC)c(OC)c2)cc1OC
    5.1% | 14.4% | 0.0% | ? | -15.5% | -5.9% | 6.2% | 4.1% | 11.9%
- CC(NC(=O)c1ccco1)C(=O)N1CCN(c2cccc(C(F)(F)F)c2)CC1 (centres undefined)
    -6.3% | -2.5% | 3.0% | -4.8% | -26.3% | -20.3% | -2.0% | -9.6%[9.24 µM] | 0.4%
- CCOC(=O)c1ccc(NC(=O)N2CCN(Cc3ccccc3)CC2)cc1
    1.6% | -2.4% | 0.0% | -12.5%[0.397 µM] | ? | -7.4% | 4.2% | -2.1% | 15.7%

# (next part)
compound	HEK293 tox	HT1080 IDH1KD tx	KB-V1 MDR tox	TDP43 rescue	GLP-1R inv ag	SW480 rerep	KB-3-1 tox	HT1080-NT tox	GLP1R ag
O=C(OCn1nnc2ccccc2c1=O)C1=COCCO1	-2.0%	10.5%	6.4%	17.0%	0.7%	-0.8%	-3.1%	14.0%	-3.2%
CC(=O)c1ccccc1NC(=O)c1cc(S(=O)(=O)N2CCOCC2)ccc1N1CCCC1	1.3%	1.0%	-8.5%	-9.2%	5.1%	5.1%	-0.5%	5.1%	-1.8%
O=C(CN1C(=O)NC2(CCCC2)C1=O)NCc1ccco1	-20.9%	0.9%	-5.6%	7.7%	1.2%	-1.9%	0.2%	0.2%	-15.2%
O=C(COC(=O)COc1ccccc1F)Nc1ccc2c(c1)OCO2	8.3%	8.2%	?	-3.3%	-6.8%	-20.9%	0.9%	-2.9%	-1.7%
O=C(/C=C/c1cccc(Cl)c1)NCCc1ccccc1	-7.2%	3.1%	?	?	?	.	0.0%	5.2%	-5.1%
COc1ccc(CNS(=O)(=O)c2cc(CN3C(=O)c4cccnc4C3=O)ccc2OC)cc1	-39.1%	10.7%	?	-14.2%	0.6%	-2.4%	-0.2%	-1.8%	-4.6%
COC(=O)[C@@H]1[C@@H](C)N(Cc2ccccc2)C(=O)N[C@H]1c1cccc(C(F)(F)F)c1	6.8%	-2.7%	0.0%	12.9%	?	-4.0%	0.0%	?	4.3%
Cc1c(C(=O)N2CCCCC2)c(S(=O)(=O)Nc2ccc(F)cc2F)c(C)n1C	1.0%	-0.3%	-16.3%	-3.3%	1.3%	5.8%	-1.7%	4.1%	-5.6%
CCOC(=O)C1CCCN(C(=O)Cn2ncc3c4ccccc4n(Cc4ccccc4)c3c2=O)C1 (centres undefined)	-6.4%	.	6.1%	16.0%	?	.	-7.2%	.	.
COCc1cc(CNC(=O)C2CCC(=O)N(Cc3ccccc3F)C2)[nH]n1 (centres undefined)	9.3%	6.0%	-0.6%	-6.8%	-0.7%	-9.6%	-4.2%	-0.9%	-15.4%

# 3 of the compounds above, field by field:
> CC(NC(=O)c1ccco1)C(=O)N1CCN(c2cccc(C(F)(F)F)c2)CC1 (centres undefined)
  HEK293 tox = -6.3%; HT1080 IDH1KD tx = -2.5%; KB-V1 MDR tox = 3.0%; TDP43 rescue = -4.8%; GLP-1R inv ag = -26.3%; SW480 rerep = -20.3%; KB-3-1 tox = -2.0%; HT1080-NT tox = -9.6%[9.24 µM]; GLP1R ag = 0.4%

> CCOC(=O)c1ccc(NC(=O)N2CCN(Cc3ccccc3)CC2)cc1
  HEK293 tox = 1.6%; HT1080 IDH1KD tx = -2.4%; KB-V1 MDR tox = 0.0%; TDP43 rescue = -12.5%[0.397 µM]; GLP-1R inv ag = ?; SW480 rerep = -7.4%; KB-3-1 tox = 4.2%; HT1080-NT tox = -2.1%; GLP1R ag = 15.7%

> O=C(OCn1nnc2ccccc2c1=O)C1=COCCO1
  HEK293 tox = -2.0%; HT1080 IDH1KD tx = 10.5%; KB-V1 MDR tox = 6.4%; TDP43 rescue = 17.0%; GLP-1R inv ag = 0.7%; SW480 rerep = -0.8%; KB-3-1 tox = -3.1%; HT1080-NT tox = 14.0%; GLP1R ag = -3.2%

# Later entries
compound	HEK293 tox	HT1080 IDH1KD tx	KB-V1 MDR tox	TDP43 rescue	GLP-1R inv ag	SW480 rerep	KB-3-1 tox	HT1080-NT tox	GLP1R ag
Cc1ccc(-c2nc3ccc(Cl)cn3c2Cc2ccsc2)cc1	-17.6%	-12.9%	-7.0%	0.0%	-14.8%	.	-10.3%	-10.4%	1.9%
O=C(NCCN1CCOCC1)c1cccc(Br)c1	-6.0%	-0.2%	-1.0%	1.8%	13.0%	-6.1%	1.5%	-0.9%	1.3%
CN1CCN(S(=O)(=O)c2cccc(C(=O)NC3CCCC3)c2)CC1	10.0%	16.3%	-21.8%	13.7%	7.9%	1.3%	10.7%	-2.4%	-10.2%
Cc1cc(F)ccc1N1CCC(N2CCN(C)C(CCO)C2)CC1 (centres undefined)	1.5%	-1.7%	0.0%	7.8%	4.47µM*	-8.8%	0.2%	1.8%	-14.5%
COCCN1C(=O)N[C@@H](c2ccccc2)C(C(=O)OC)=C1C	-10.4%	-4.9%	-4.9%	-3.4%	-13.1%	2.6%	7.2%	-22.0%	1.2%
COc1cc(CC(=O)OCC(=O)NCc2ccco2)cc(OC)c1OC	-4.8%	4.1%	-15.1%	13.7%	5.9%	-15.9%	19.5%	12.2%	-1.8%
Cc1ccccc1C(=O)Nn1cnc2ccccc2c1=O	8.6%[7.66 µM]	-23.4%	21.1%	11.0%[9.22 µM]	5.3%[7.66 µM]	-3.9%	15.1%	-17.0%	1.7%
Cc1cccc(N(C)C(=O)c2cc(S(=O)(=O)N3CCCC3)cn2C)c1	2.6%&4.1%	5.9%	-6.1%	?	1.3%&0.0%	15.3%	2.9%	0.0%	-5.5%
O=C(Nc1cc(C(F)(F)F)ccc1N1CCOCC1)c1ccc(Cl)nc1	-6.7%	-15.3%	-1.1%	22.2%	-29.9%	-2.5%	0.8%	-3.4%	0.7%
C=CCN(C(=O)CC(NC(C)=O)c1ccccc1)c1nc(-c2ccc(S(C)(=O)=O)cc2)cs1 (centres undefined)	-0.8%	-14.3%	?	-3.5%	56.1%[activator]	-1.1%	?	-3.2%	18.7%
O=C(O)[C@@H]1CC(O)CN1C(=O)CCc1c[nH]c2ccccc12 (some centres undefined)	9.0%	18.4%	7.2%	-17.9%	8.4%	-2.9%	1.8%	14.4%	2.7%
COC1=CC(=O)OC(c2ccccc2)C1 (centres undefined)	-8.6%	12.8%	1.5%	2.6%	1.1%	.	-0.5%	11.0%	.

# Source: PubChem (National Center for Advancing Translational Sciences (NCATS))
